Sm TGR inh: S. mansoni TGR enzyme inhibition; Q962Y6; purified TGR, DTNB reduction, TNB absorbance 405 nm; Potency, µM (doses to about 114 µM), for the others: at the highest dose activity change, negative = inhibition, actives largely listed as inhibitors; actives 3% (n = 360,000); further: potency means the concentration at half of the fitted maximal effect; nearly all actives have a fitted effect of over 60% in size
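First, TGR (20 nM dispensed) and NADPH were mixed with compound. Second, a 15 min room-temperature incubation followed. Third, further NADPH and then DTNB were added to start the reaction. Finally, TNB absorbance was monitored kinetically.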
AmpC inh detg: blocks E. coli AmpC beta-lactamase in detergent assay. Potency, µM (titrated, usually from 114 µM), inactives show top-dose activity change, negative = inhibition, usual class: inhibitors. actives 0.041% (n = 370,000). AmpC hydrolysis of nitrocefin, absorbance 480 nm, 0.01% Triton;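 further: potency means the concentration at half of the fitted maximal effect; 0% = no-compound wells and -100% = no-enzyme wells; nearly all actives have a fitted effect of over 25% in size; some results filed as inactive show a strong effect at the top dose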
Target sequence (P00811 whole entry, looked up): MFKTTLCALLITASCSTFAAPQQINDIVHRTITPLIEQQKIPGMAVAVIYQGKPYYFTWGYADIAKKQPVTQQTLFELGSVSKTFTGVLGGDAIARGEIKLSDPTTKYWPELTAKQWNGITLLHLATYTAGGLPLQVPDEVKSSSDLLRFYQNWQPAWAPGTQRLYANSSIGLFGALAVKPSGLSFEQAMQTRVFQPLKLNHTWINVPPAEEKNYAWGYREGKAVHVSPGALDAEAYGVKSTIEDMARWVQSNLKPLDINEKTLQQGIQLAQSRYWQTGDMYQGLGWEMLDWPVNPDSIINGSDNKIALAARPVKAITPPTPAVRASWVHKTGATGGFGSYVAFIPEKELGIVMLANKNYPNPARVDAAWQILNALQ
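20 mM phosphate pH 7.0 + 0.01% (detergent screen) or 0.0001% Triton X-100; 5.3 nM AmpC reagent; cpd preinc 15 min RT; nitrocefin (800 uM stock) to start; A480 q20 s × 4 min; Activity was normalised to no-enzyme and no-compound control wells.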
HCMV antiviral: inhibitors of human cytomegalovirus | HFF cells, HCMV-luciferase reporter, 72 h; hits give low values | activity change, negative = inhibition, % at 57.5 µM | actives 4.5% (n = 410,000) | AID 1259415; in the data active means activity change below about -60%; inconclusive means no clear call, values can overlap the other calls; inactive means above about -39%
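Two-dose cell screen: HFF monolayers treated with compounds and infected with luciferase-expressing HCMV at 1 PFU/cell, 72 h at 37C, then lysed for luciferase measurement.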
FBPA Giardia inh: inhibitors of Giardia lamblia fructose-1,6-bisphosphate aldolase. Potency, µM (highest dose often 59.6 µM), for inactives: at the highest dose activity, negative = inhibition, usual class: inhibitors. A8B2U2. actives 0.71% (n = 290,000). purified Giardia FBPA; further: potency means the concentration at half of the fitted maximal effect; nearly all actives have a fitted effect of over 55% in size
Target sequence (A8B2U2 whole entry, looked up): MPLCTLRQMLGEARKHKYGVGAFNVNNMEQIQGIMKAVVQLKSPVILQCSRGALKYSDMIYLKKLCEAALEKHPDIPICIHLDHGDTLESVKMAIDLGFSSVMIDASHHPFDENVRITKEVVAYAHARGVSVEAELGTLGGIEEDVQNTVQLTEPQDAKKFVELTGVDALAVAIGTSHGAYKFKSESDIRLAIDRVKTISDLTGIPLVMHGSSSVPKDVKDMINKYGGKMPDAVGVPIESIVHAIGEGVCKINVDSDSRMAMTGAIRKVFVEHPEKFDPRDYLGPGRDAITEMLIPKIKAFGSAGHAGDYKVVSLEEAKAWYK
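40 nM FBPA preincubated 10 min at RT with compound (up to 57.5 uM final), then substrate plus GAPDH/TPI/NAD/arsenate coupling and diaphorase/resazurin added. Fluorescence read after 20 min at RT, 525/598 nm.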
AMA1 RON2 block: disrupts binding of P. falciparum AMA1 to RON2. AlphaScreen AMA1-biotinylated RON2 peptide binding. Potency, µM (top dose mostly 58.2 µM), inactives show top-dose activity change, negative = inhibition, actives largely listed as inhibitors. actives 0.2% (n = 360,000);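 further: potency means the concentration at half of the fitted maximal effect; 0% = vehicle wells and -100% = peptide control; nearly all actives have a fitted effect of over 45% in size; some results filed as inactive show a strong effect at the top dose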
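AMA1 (3D7) with his tag at 25 nM final met compounds first, then biotinylated RON2 peptide at 25 nM; detection used donor plus acceptor beads, 10 µg/mL apiece, read by AlphaScreen after 30 min at room temperature.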
AmpC no deterg: blocks E. coli AmpC beta-lactamase in detergent-free assay; P00811; AmpC nitrocefin hydrolysis, absorbance 480 nm, 0.0001% Triton; Potency, µM (titrated, usually from 57.1 µM), without a hit: top-dose activity change, negative = inhibition, actives largely listed as inhibitors; actives 0.52% (n = 330,000); AID 485341;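 further: potency means the concentration at half of the fitted maximal effect; plate controls were no compound for no effect and no enzyme for full effect; nearly all actives have a fitted effect of over 20% in size; some results filed as inactive show a strong effect at the top dose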
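20 mM phosphate pH 7.0 + 0.01% (detergent screen) or 0.0001% Triton X-100; 5.3 nM AmpC reagent; cpd preinc 15 min RT; nitrocefin (800 uM stock) to start; A480 q20 s × 4 min; Activity was normalised to no-enzyme and no-compound control wells.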
Active calls of the source: *; ? = inconclusive; / = not tested or not shown; [ ] = another dose, or the depositor's remark. Unless noted, the call rests on the fitted dose curve; in most records, active means well fitted curve in the direction sought with a large enough effect; inconclusive means small, poorly fitted or top-dose-only effect, or another doubt; inactive means no such curve, though single readings can be large; an effect the other way counts as inactive or inconclusive. Unless noted, on the % scale 0 is the no-effect control and ±100 the full control effect.

Structure	Sm TGR inh	AmpC inh detg	HCMV antiviral	FBPA Giardia inh	AMA1 RON2 block	AmpC no deterg
COc1ccc(S(=O)(=O)N2CCN(Cc3cccs3)CC2)cc1OC	/	/	?	/	0.3%	-14.8%
OCC[C@H]1C[C@@H](O)[C@H](O)[C@@]2(Cc3ccccc3CO2)O1	-13.4%	0.4%	29.4	/	-9.5%	-2.6%
Cc1ccccc1NC(=S)N(C)Cc1cn(C)c2ccccc12	0.4%	-0.2%	-69.5*	-1.0%	-7.1%	-7.5%
O=C(N/N=C/c1ccc([N+](=O)[O-])o1)c1cn(-c2ccccc2)nc1-c1ccccc1	2.6%	-12.7%	12.2	3.3%	11.8%	-21.9%
O=C(OCC(=O)N1CCc2ccccc21)c1ccccc1	7.6%	-17.8%	-22.5	-0.4%	-1.3%	-19.6%
CC(=O)Nc1cc2c(cc1C(C)=O)OCCO2	1.1%	?	-6.2	-3.9%	0.2%	-14.7%
O=C(CCl)NNc1cccc(Cl)n1	?	?	28.6	-7.8%	-17.4%	-23.3%
Oc1ccc(N=Cc2c(O)ccc3ccccc23)cc1	28.2µM*	1.4%	-20.3	?	-3.8%	-54.8%

Following part:
Structure	Sm TGR inh	AmpC inh detg	HCMV antiviral	FBPA Giardia inh	AMA1 RON2 block	AmpC no deterg
COc1cc2c(cc1OC)CN(Cc1ccc(C)s1)CC2	-4.4%	-1.7%	-95.1*	?	-8.4%	-15.5%
COc1cc(C(=O)NCc2cn3cccc(C)c3n2)cc(OC)c1OC	5.5%	?	30.1	-7.1%	-2.2%	-4.5%
CN(C)S(=O)(=O)N(CC(=O)Nc1ccc(Br)cc1F)c1ccccc1	4.5%	-3.3%	-5.1	/	/	/
Cc1ccn2cc(CCNC(=O)C3CC=CCC3C(=O)O)nc2c1 (stereo unspecified)	6.7%	7.3%	-9.3	-0.8%	0.0%	-10.4%
CCSc1ccc([C@@H]2[C@@H]3C(=O)N(CC)C(=O)[C@@H]3[C@]3(C(=O)OC)CCCN23)cc1	35.5µM*	?	33.3	/	-4.7%	129.3%[activator]
Cc1cc(C(=O)CN2CCCC2)c(C)n1-c1ccc(Cl)cc1	?	1.5%	15.2	-3.6%	-0.3%	1.2%
CCNC(=O)Oc1ccc(-c2csnn2)cc1	55.8%[activator]	16.9%	-8.1	4.5%	16.1%	-22.7%
CCN(CC(=O)Nc1c(F)cccc1F)C(=O)CSCC(=O)Nc1ccc(OC)cc1	-8.8%	-11.6%	?	/	-2.9%	-10.3%

Next compounds:
Structure	Sm TGR inh	AmpC inh detg	HCMV antiviral	FBPA Giardia inh	AMA1 RON2 block	AmpC no deterg
CCC(=O)Nc1cccc(NC(=O)CSc2nnc(-c3ccc(NS(C)(=O)=O)cc3)n2C)c1	5.4%	-0.8%	-2.3	1.9%	-15.8%	-4.9%
O=C(CN(Cc1ccc(Cl)cc1)C(=O)CNS(=O)(=O)c1ccccc1)NCC1CCCO1 (stereo unspecified)	-0.4%	3.6%	-14.1	-1.4%	-4.6%	52.6%
CCN(CC)S(=O)(=O)c1cc(-c2nnc(-c3ccc(Br)cc3)o2)ccc1Br	-32.7%	5.5%	1.2	2.9%	-7.3%	-19.4%
CCCCN(C(=O)c1cccc(S(=O)(=O)N2CCN(Cc3ccccc3)CC2)c1)c1ccccc1	9.9%	-1.3%	14.5	-14.1%	-8.3%	-5.2%
Cc1ccc(C(=O)NC2CCN(CC(=O)NCc3cccs3)CC2)cc1	0.0%	3.2%	113.2	1.1%	-4.9%	-2.5%
CCn1c(=O)c2c3c(sc2n2c(=S)[nH]nc12)CCC3	4.5%	?	-27.3	?	-0.2%	-6.4%
Cc1ccc(C(=O)Nc2ccccc2)cc1S(=O)(=O)Nc1ccccc1	-1.3%	4.2%	2.0	/	/	/
Nc1nc(SCC(=O)N2CCCc3ccccc32)n[nH]1	/	/	-19.6	/	0.0%	-6.5%

Further entries
Structure	Sm TGR inh	AmpC inh detg	HCMV antiviral	FBPA Giardia inh	AMA1 RON2 block	AmpC no deterg
Cc1noc(C)c1C(=O)Nc1nc(-c2cccs2)cs1	3.8%	-1.1%	11.0	/	0.0%	-29.8%
COc1cc(NC(=O)CCc2c(C)nc3nc(C)nn3c2C)cc(OC)c1	-12.0%	2.6%	15.0	-2.5%	2.0%	20.1%
Nc1c(C(=O)NCCc2ccccc2)nnn1Cc1ccccc1	-13.3%	-6.7%	71.5	5.3%	1.4%	-16.7%
CCC(CC)C(=O)c1c[nH]c(C(=O)OC)c1	/	0.2%	12.2	-4.3%	9.3%	-15.1%
Cn1ccc2cc(-c3ccc4ncnc(NCc5ccc6c(c5)OCO6)c4c3)ccc21	-15.5%	-2.2%	/	/	/	-28.3%
CN(C)S(=O)(=O)N1CCC(Oc2ccc(C(=O)NC3Cc4ccccc4C3)cc2)CC1	3.9%	-11.3%	-81.5*	-2.8%	-1.6%	19.1%
O=C(Nc1cccc(Cl)c1)c1ccc2c(c1)CCN2S(=O)(=O)c1ccccc1	2.6%	?	-25.5	/	/	/
CCN(CC)S(=O)(=O)c1ccc(OCC(=O)NC(=O)Cc2ccccc2)c([N+](=O)[O-])c1	-17.3%	-1.3%	-1.7	/	-17.3%	-4.5%

The last 3 records of the section before lead into the next.
Structure	Sm TGR inh	AmpC inh detg	HCMV antiviral	FBPA Giardia inh	AMA1 RON2 block	AmpC no deterg
CN(C)S(=O)(=O)N1CCC(Oc2ccc(C(=O)NC3Cc4ccccc4C3)cc2)CC1	3.9%	-11.3%	-81.5*	-2.8%	-1.6%	19.1%
O=C(Nc1cccc(Cl)c1)c1ccc2c(c1)CCN2S(=O)(=O)c1ccccc1	2.6%	?	-25.5	/	/	/
CCN(CC)S(=O)(=O)c1ccc(OCC(=O)NC(=O)Cc2ccccc2)c([N+](=O)[O-])c1	-17.3%	-1.3%	-1.7	/	-17.3%	-4.5%
CCCC1c2ccc(C)n2CCN1C(=O)Nc1ccc(F)cc1 (stereo unspecified)	20µM*	-5.8%	8.3	-19.3%	0.3%	4.1%
CN(CC(=O)Nc1ccc(F)c(F)c1F)C(=O)Cc1ccc2c(c1)OCCO2	6.3%	-3.4%	43.3	/	2.9%	2.3%
Cc1ccc(C)c(N(CC(=O)NC(C)(C)C)C(=O)CNC(=O)c2cccs2)c1	/	-8.9%	13.4	6.2%	-7.8%	-0.7%
CC1=C(C(=O)OC(C)C)C(c2cccs2)N2C(=O)C(C)SC2=N1 (stereo unspecified)	-0.1%	-10.7%	5.3	5.5%	-3.0%	-6.8%
O=C1OC(C(=O)NCc2ccccc2)Cc2ccccc21 (stereo unspecified)	1.3%	-5.7%	-27.1	4.5%	9.1%	-31.4%
Cc1ccc(Nc2nc(N)nc(CN3CCCCCC3)n2)c(C)c1	?	-12.8%	17.9	-17.2%	-7.2%	-4.7%
COc1ccc(OC)c(NC(=O)CCNS(=O)(=O)c2cccc3nonc23)c1	-6.4%	-6.9%	-21.7	5.0%	11.1%	-9.3%
CC(=O)c1c(C)[nH]c(C(=O)COC(=O)CN2C(=O)C3CCCCC3C2=O)c1C (stereo unspecified)	/	/	-3.6	/	-19.6%	-11.5%

(cont.)
Structure	Sm TGR inh	AmpC inh detg	HCMV antiviral	FBPA Giardia inh	AMA1 RON2 block	AmpC no deterg
Cn1ccc(C(=O)OCC(=O)Nc2cccc3ccccc23)n1	0.9%	7.6%	20.2	0.6%	9.7%	-25.2%
O=C(OCC(=O)c1ccccc1Br)c1ccncc1	0.1%	-3.8%	-22.3	-0.6%	1.9%	-18.6%
O=C1c2ccc(Cl)cc2S(=O)(=O)c2cccc(C(=O)N3CCN(c4ccc(Cl)cn4)CC3)c21	?	9.3%	?	/	-16.4%	74.4%[activator]
Cc1ccc(S(=O)(=O)N(C)C)cc1NC(=O)C(C)[N+]12CCN(CC1)CC2 (stereo unspecified)	-6.2%	?	1.5	1.4%	-0.1%	-13.4%
O=C(NCC1CCCO1)c1sc2ccccc2c1Cl (stereo unspecified)	7.0%	-3.8%	59.2	-1.6%	8.7%	-16.6%
Cc1cc2nc(-c3ccc[nH]c3=O)n(Cc3cccc(F)c3)c2cc1C	-7.7%	-1.2%	23.8	9.1%	2.6%	30.6%
CCOC(=O)N1CCC(N(CCN(C)C)C(=S)Nc2cc(Cl)cc(Cl)c2)CC1	-7.9%	-2.6%	6.1	?	-1.6%	-2.3%
CC1CCN(CCCn2c(=S)[nH]c3c(sc4ccccc43)c2=O)CC1	-2.4%	?	-16.7	-17.8%	1.0%	-22.4%

(more compounds)
Structure	Sm TGR inh	AmpC inh detg	HCMV antiviral	FBPA Giardia inh	AMA1 RON2 block	AmpC no deterg
CCOc1ccc(NC(=O)CSc2nc3[nH]ncc3c(=O)[nH]2)cc1	-1.1%	?	-18.9	/	19.5%	-11.2%
O=C(NNC(=O)c1csc(-c2cnccc2C(F)(F)F)n1)c1ccc(C(F)(F)F)cc1	2.6%	5.8%	-13.7	3.2%	103.6%[activator]	-16.8%
Oc1ccc(N=Nc2cccc(C(F)(F)F)c2)cc1C=Nc1ccc(N2CCOCC2)cc1	-8.4%	-7.9%	-37.8	-18.7%	-22.9%	-12.4%
C[C@]12CC(=O)CC1CCC1C2CC[C@@]2(C)C1CC[C@@H]2O (stereo partly specified)	-11.3%	-19.4%	-15.3	-7.0%	-2.2%	2.5%
COc1cccc(C(=O)N2CCCC(c3nc(-c4cccs4)no3)C2)c1 (stereo unspecified)	5.2%	0.8%	-103.5*	5.0%	-1.3%	23.5%
CCN(CC)CCCN1C(=O)C(=O)/C(=C(/O)c2ccc(Cl)cc2)C1c1ccccn1 (stereo unspecified)	-5.1%	-4.6%	51.6	-10.5%	13.5%	-11.5%
COc1ccccc1-c1c(C)nn2c(N3CCN(c4ccc(F)cc4)CC3)cc(C)nc12	0.1%	5.4%	-14.6	/	/	/
O=C(NCC(=O)N(c1cccc(F)c1)C(C(=O)NC1CCCC1)c1cccnc1)c1ccco1 (stereo unspecified)	0.2%	-16.8%	44.8	1.7%	-5.7%	-0.6%

(further entries)
Structure	Sm TGR inh	AmpC inh detg	HCMV antiviral	FBPA Giardia inh	AMA1 RON2 block	AmpC no deterg
CC(C)(C)c1ccc(C(=O)OCC(=O)NCc2ccco2)cc1	-14.9%	3.6%	-11.4	/	-15.5%	-12.4%
CSc1ccc(CCNC(=O)CCc2nnc3ccc(N4CCCCC4)nn23)cc1	-21.9%	-8.3%	8.6	12.1%	0.5%	156.8%[activator]
COc1ccccc1OCC(=O)NCC1CCCN(C(=O)c2ccccc2C(C)=O)C1 (stereo unspecified)	-9.1%	?	-32.9	-6.0%	11.8%	-2.2%
OC(COCc1ccc(Cl)cc1)CN1CCCCC1 (stereo unspecified)	-0.7%	-4.7%	4.9	/	8.1%	-3.2%
Cc1ccc(-c2noc(CN3CCN(c4ccccc4F)CC3)n2)cc1	-0.1%	?	142.5	6.4%	-2.3%	?
CCOc1ccc(-c2[nH]nc3c2C(c2ccc4c(c2)OCO4)C(C#N)=C(N)O3)cc1OC (stereo unspecified)	-2.8%	0.2%	31.7	-6.2%	-8.1%	-56.5%
Cc1cccc(-c2n[nH]c(=S)n2/N=C/c2ccc(C)s2)c1	10.6%	2.2%	1.1	7.7%	39.6%[activator]	-20.1%
